Compound activity from PubChem.
MrgX1 PAM = positive allosteric modulators of MrgX1, primary screen, HEK293 cells, Fluo-4 calcium flux; B-score at 10 µM; AID 588675, 2011; FDSS; active compounds read high; actives 0.63% (n = 310,000); Mas-related G-protein coupled receptor member X1 (Homo sapiens), Q96LB2;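 active means plate-corrected calcium response at least 3 library SD above typical, normal starting fluorescence, not activating the receptor alone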;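 further: compound read alongside a low EC10 to EC30 dose of BAM8-22 agonist; peak minus trough fluorescence over baseline measured at the second addition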
TRPC4 potent = positive allosteric modulators of TRPC4, primary screen, cell-based, mouse TRPC4beta, HEK293 mu-opioid, Fluo-4 calcium | Short transient receptor potential channel 4 (Mus musculus), Q9QUQ5 | DAMGO EC20, Fluo-4 Ca2+ flux; active compounds read high | B-score at 10 µM | actives 0.42% (n = 310,000) | AID 2227, 2009;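 active means B-score of calcium response area above 5 SD of library B-scores, with initial fluorescence ratio within 5 SD of library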;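 further: B-score of integrated fluorescence ratio over time as area under calcium response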
SKKanGAS inh = S. pyogenes SKKanGAS growth inhibitors in kanamycin, primary screen, streptokinase expression inhibitor project, SKKanGAS strain, BacTiter-Glo luminescence | 6 h | inhibition, % at 7.5 µM | actives 1.3% (n = 300,000);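 active means mean replicate score, as percent of positive control median, at least 50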;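 further: strain carries kanamycin resistance gene driven by streptokinase promoter and grows in 40 µg/ml kanamycin; loss of luminescence reflects streptokinase promoter inhibition or plain growth inhibition; 0% = median of DMSO wells and 100% = positive control at its reference dose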
TRPC6 inh = mouse TRPC6 channel inhibitors, primary screen, cell-based, HEK293, membrane potential dye | Short transient receptor potential channel 6 (Mus musculus), Q61143 | ACh-evoked depolarization; active compounds read low | B-score at 10 µM | actives 1.1% (n = 310,000) | AID 2553, 2010;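 active means B-score under library mean minus 3 SD, initial fluorescence not abnormally high, positive integrated signal ratio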;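 further: B-score derived from integrated fluorescence ratio over the kinetic read; more negative B-score means stronger inhibition of depolarization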
Target sequence (Q61143 whole entry, looked up): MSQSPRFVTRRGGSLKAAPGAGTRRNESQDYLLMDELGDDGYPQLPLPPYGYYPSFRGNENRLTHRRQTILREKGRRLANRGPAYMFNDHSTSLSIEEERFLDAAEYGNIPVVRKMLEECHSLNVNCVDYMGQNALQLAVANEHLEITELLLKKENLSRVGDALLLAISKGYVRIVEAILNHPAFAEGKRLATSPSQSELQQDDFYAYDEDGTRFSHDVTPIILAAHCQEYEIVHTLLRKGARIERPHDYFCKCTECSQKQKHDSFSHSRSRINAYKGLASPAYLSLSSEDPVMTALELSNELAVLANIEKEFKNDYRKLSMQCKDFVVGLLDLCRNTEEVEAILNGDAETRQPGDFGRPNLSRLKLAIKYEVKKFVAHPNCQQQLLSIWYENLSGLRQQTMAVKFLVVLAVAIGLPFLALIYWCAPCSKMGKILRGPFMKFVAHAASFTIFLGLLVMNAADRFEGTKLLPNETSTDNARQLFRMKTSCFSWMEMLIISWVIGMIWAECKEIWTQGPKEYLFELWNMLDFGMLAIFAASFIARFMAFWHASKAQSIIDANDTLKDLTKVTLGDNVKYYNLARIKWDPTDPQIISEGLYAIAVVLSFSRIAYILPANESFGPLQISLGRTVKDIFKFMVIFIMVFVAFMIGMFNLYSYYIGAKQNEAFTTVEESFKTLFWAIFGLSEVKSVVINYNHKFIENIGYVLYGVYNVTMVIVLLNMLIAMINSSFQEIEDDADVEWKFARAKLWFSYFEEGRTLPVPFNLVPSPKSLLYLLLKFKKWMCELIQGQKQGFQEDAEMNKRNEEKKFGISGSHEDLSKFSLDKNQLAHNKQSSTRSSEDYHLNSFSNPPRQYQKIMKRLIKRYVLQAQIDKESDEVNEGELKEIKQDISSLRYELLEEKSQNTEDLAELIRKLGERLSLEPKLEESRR
MrgX1 antagonist = antagonists of human MrgX1 receptor, primary screen, HEK293 cells, Fluo-4 calcium flux | B-score at 10 µM | Mas-related G-protein coupled receptor member X1 (Homo sapiens), Q96LB2 | actives 1.3% (n = 310,000) | BAM8-22 antagonism; active compounds read low;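 active means calcium-response B-score plate-corrected more than 3 library SD below zero, starting fluorescence within 5 deviations, no agonist response on first addition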;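 further: peak minus trough fluorescence over baseline after final BAM8-22 challenge near maximal dose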
TRPC6 activator = mouse TRPC6 channel activators, primary screen, cell-based, HEK293, membrane potential dye; actives 0.13% (n = 310,000); Short transient receptor potential channel 6 (Mus musculus), Q61143; B-score at 10 µM; HEK293-TRPC6 membrane potential dye fluorescence; active compounds read high;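 active means B-score of the integrated fluorescence ratio above library mean plus 3 SD, and starting fluorescence ratio within library mean plus 5 SD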;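 further: higher score means more depolarization so channel activation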
TRPC4 act = activators of mouse TRPC4 channel, primary screen, Fluo4 calcium, HEK293 TRPC4beta/mu-opioid cells | B-score at 10 µM | actives 0.49% (n = 310,000) | Fluo4 calcium fluorescence; active compounds read high | Short transient receptor potential channel 4 (Mus musculus), Q9QUQ5;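 active means B-score above 5 SD of library B-scores, and initial fluorescence ratio not above library mean plus 5 SD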;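 further: positive B-score marks a calcium rise read as TRPC4 activation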
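Incubation: 45 min room-temperature Fluo4 loading, 110 s read / System: HEK293 cells stably co-expressing mouse TRPC4beta and mu-opioid receptor / Signal: Fluo4 fluorescence, kinetic / Control set: buffer (low) and maximal DAMGO (high) / Measure: integrated baseline-normalised fluorescence ratio, converted to per-well B score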
ANO1 activ = TMEM16A chloride channel activators or potentiators, primary screen, cell-based, HTS; Anoctamin-1 (Mus musculus), Q8BHY3; HEK293 TMEM16A/YFP-H148Q/I152L, iodide quench fluorescence; active compounds read low; B-score at 10 µM; actives 0.3% (n = 340,000); AID 623877, 2012;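 active means fluorescence-ratio B-score plate-corrected deviation score at least 3 library SD below zero, with starting fluorescence score within 5 deviations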;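 further: channel opened by trigger with iodide after compound preincubation; score built on the fluorescence ratio of max minus min over baseline; more negative score means more quench and so TMEM16A activation or potentiation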
MrgX1 agonist = agonists of human MrgX1 receptor, primary screen, HEK293 cells, Fluo-4 calcium flux; B-score at 10 µM; Fluo-4 calcium fluorescence, agonist mode; active compounds read high; actives 0.44% (n = 310,000); Mas-related G-protein coupled receptor member X1 (Homo sapiens), Q96LB2;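 active means calcium response B-score plate-corrected fluorescence ratio at least 3 library SD, with starting fluorescence B-score inside 5 SD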
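System: HEK293 cells stably expressing human MrgX1 receptor; Dosing: test compound in the initial addition of three; Schedule: overnight plating, then 30 min 37 °C plus 30 min room-temperature dye loading; Detection: kinetic calcium dye fluorescence, Fluo-4 NW; Controls: per-plate positive and negative controls for Z′ factor.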
ANO1 block = TMEM16A chloride channel inhibitors, primary screen, cell-based, HTS | normalized B-score (activity score, 25-100; higher = stronger inhibition) at 10 µM | Anoctamin-1 (Mus musculus), Q8BHY3 | actives 1.2% (n = 310,000) | HEK293 TMEM16A/YFP iodide influx fluorescence, ionomycin | AID 588511, 2011;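 active means ratio plate-corrected score three or more library SD toward inhibition, starting fluorescence score within five deviations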;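 further: score derived from kinetic fluorescence span divided by baseline fluorescence per well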
TRPC4 inh = inhibitors of mouse TRPC4 channel, primary screen, Fluo4 calcium, HEK293 TRPC4beta/mu-opioid cells | Short transient receptor potential channel 4 (Mus musculus), Q9QUQ5 | DAMGO-evoked Fluo4 calcium flux; active compounds read low | B-score at 10 µM | actives 0.39% (n = 300,000) | AID 2247, 2010;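 active means B-score over 3 SD under the library average, no early fluorescence shift, positive overall ratio signal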
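test system = HEK293 cells with stable TRPC4beta plus mu-opioid receptor expression | detection = Fluo4 Ca2+ flux fluorescence | read-out = integrated fluorescence ratio relative to baseline, converted to per-well B score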
The depositor's hits bear a star; i = inactive; . = not tested or not shown.

SMILES | MrgX1 PAM | TRPC4 potent | SKKanGAS inh | TRPC6 inh | MrgX1 antagonist | TRPC6 activator | TRPC4 act | ANO1 activ | MrgX1 agonist | ANO1 block | TRPC4 inh
CN(C)S(=O)(=O)Nc1ccc(Oc2ccccc2)cc1 | i | i | -3 | i | i | i | i | i | i | i | i
C=C1CCN([C@H](C(=O)NCc2ccc(OC)cc2)C(C)C)S(=O)(=O)c2ccccc21 | i | i | 4 | i | i | i | i | i | i | i | i
CC1CN(Cc2ccccc2)c2ccccc2NC1=S (stereo unspecified) | i | i | 0 | i | i | i | i | i | i | i | i
COc1ccc(/C=N/NC(=O)CCC(=O)Nc2ccc(Br)cc2)c(OC)c1 | i | i | 0 | i | i | i | i | i | i | i | i
CS/C(N)=N/C(=S)Nc1cccc(Cl)c1 | i | i | -11 | i | -4.6* | i | i | i | i | i | i
CCn1c(COc2ccccc2C(N)=O)nc2ccccc21 | i | i | -1 | i | i | i | i | i | i | i | i
COc1cc(C)c(S(=O)(=O)NCCCn2ccnc2)cc1C | i | i | 1 | i | i | i | i | i | i | i | i
COc1ccccc1N(CC(=O)N1CCC(C(N)=O)CC1)S(=O)(=O)c1ccccc1 | i | i | 0 | i | i | i | i | i | i | i | i
Cc1nc(N2CCN(C(=O)c3cnccn3)CC2)c2c3c(sc2n1)CC(C(C)(C)C)CC3 (stereo unspecified) | i | i | 5 | i | i | i | i | i | i | i | i
O=C(NC1CCCCC1)C(c1ccncc1)N(C(=O)c1csnn1)c1cccc(F)c1 (stereo unspecified) | i | i | 6 | i | i | i | i | i | i | i | i
Cc1cc(C)c(NC(=O)Cn2c(=O)n(Cc3ccco3)c(=O)c3ccccc32)c(C)c1 | i | i | 19 | i | i | i | i | i | i | i | i
O=C(O)CCNc1nc(C(F)(F)F)nc2ccccc12 | i | i | -8 | i | i | i | i | i | i | i | i
CCOC(=O)c1cc(-c2ccc(OC)cc2)nn1-c1ccc(C(=O)O)cc1 | 6.5* | i | -3 | i | i | i | i | i | i | i | i
CCN1CCN(C(=O)CCc2nnc(CCc3ccc(OC)cc3)o2)[C@@H](C)C1=O | i | i | 3 | i | i | i | i | i | i | i | i
CSc1nc(-c2ccccc2)nc2c1COC(C)(C)C2 | i | i | -7 | i | i | i | i | i | i | i | i
CC(C)(C)C1CCC(=NNC(=O)c2ccco2)CC1 (stereo unspecified) | i | i | -6 | i | i | i | i | i | i | i | i
Cc1ccnc(NC(=O)CCC(=O)N(CC(=O)NCc2ccc(F)cc2)Cc2ccco2)c1 | i | i | -3 | i | i | i | i | i | i | i | i
Cc1ccccc1C(=O)Nc1nnc(CC(=O)N/N=C/c2ccco2)s1 | i | i | -10 | i | i | i | i | i | i | i | i
CCOc1ccccc1OCC(=O)Nc1ccccc1C(=O)NC1CC1 | i | i | -1 | i | i | i | i | i | i | i | i
CN(CC(=O)Nc1ccc(Cl)c(Cl)c1)C(=O)C12CC3CC(CC(C3)C1)C2 | i | i | 8 | i | i | i | i | i | i | i | i
Cc1cc(C)cc(N(C(=O)c2csnn2)C(C(=O)NC(C)(C)C)c2cccs2)c1 (stereo unspecified) | i | i | -1 | i | i | i | i | i | i | i | i
O=C1NC2(CCN(Cc3ccccc3)CC2)Oc2ccccc21 | i | i | -3 | i | i | i | i | i | i | i | i
c1ccc(C(c2nnnn2C2CCCCC2)N2CCc3ccccc3C2)nc1 (stereo unspecified) | i | i | 3 | i | i | i | i | i | i | i | i
COc1ccc(C2CC(=O)N3CN(c4ccc(C)c(Cl)c4)CSC3=C2C#N)cc1 (stereo unspecified) | i | i | 5 | i | i | i | i | i | i | i | i
COc1ccc(-c2ccc3nnc(SCC(=O)N4CCCC4)n3n2)cc1 | i | i | 7 | i | i | i | i | i | i | i | i
CC(=O)Nc1ccc2c(CN3C(=O)NC(C)(c4ccc(C)cc4)C3=O)cc(=O)oc2c1 (stereo unspecified) | i | i | -1 | i | i | i | i | i | i | i | i
CN(CCCNS(=O)(=O)c1cccc2cccnc12)Cc1ccccc1 | i | i | -4 | i | i | i | i | i | i | i | i
CC(C)n1cc(/C=C2/NC(=O)N(c3cccc(Cl)c3)C2=O)c2ccccc21 | i | i | 0 | i | i | i | i | i | i | i | i
CCOC(=O)c1sc(NC(=O)CSc2nnnn2-c2ccccc2)nc1C | i | i | 0 | i | i | i | i | i | i | i | i
O=C(N/N=C/c1ccc([N+](=O)[O-])s1)c1ccncc1 | i | i | -3 | i | i | i | i | i | i | i | i
CC(=O)c1c(Nc2ccccc2)sc(C(=O)c2ccccc2)c1C | i | i | -7 | i | i | i | i | i | i | i | i
Cc1cc(C)cc(OCC(=O)NNC(=O)CCC(=O)NCc2ccccc2)c1 | i | i | 7 | i | i | i | i | i | i | i | i
CCOC(=O)c1sc(=NC(=O)c2ccc(Br)cc2)n(C)c1C | i | i | -2 | i | i | i | i | i | i | i | i
O=C(N/N=C1/CCSC1)c1cccc([N+](=O)[O-])c1 | i | i | -6 | i | i | i | i | i | i | i | i
Cn1cc(CN2CCCC(C(=O)c3cccs3)C2)c(-c2cccc(Cl)c2)n1 (stereo unspecified) | i | i | 3 | i | i | i | i | i | i | i | i
COc1ccc(-n2ncc(Cl)c(Cl)c2=O)cc1 | . | i | -4 | i | . | i | i | . | . | . | i
COc1ccccc1N(C)S(=O)(=O)c1ccc(C(=O)NC2=NCCS2)cc1 | i | i | -2 | i | i | i | i | i | i | i | i
Nc1cc(=O)[nH]c(=O)n1-c1cccc(F)c1 | i | i | 1 | i | i | i | i | i | i | i | i
CCOC(=O)[C@@H]1[C@H]2COc3ccccc3[C@H]2N2C(=O)N(c3ccccc3)C(=O)[C@]12C | i | i | 5 | i | i | i | i | i | i | i | i
NC(=O)/C=C\C(=O)Nc1cccc(C(F)(F)F)c1 | i | i | -16 | i | i | i | i | i | i | i | i
Cc1nc(N2CCN(c3ccccn3)CC2)c2c(C)c(C(=O)Nc3c(C)cc(Br)cc3C)sc2n1 | i | i | -12 | i | i | i | i | i | i | i | i
Cc1oc2cc3oc(=O)c(CCC(=O)NC4CC4)c(C)c3cc2c1C | i | i | -3 | i | i | i | i | i | i | 25* | i
S=C(Nc1ccccc1)NC1CCN(Cc2ccccc2)CC1 | i | i | 6 | i | i | i | i | i | i | i | i
CCCCCn1c(CN2CC(C)OC(C)C2)nc2c1c(=O)n(C)c(=O)n2C (stereo unspecified) | i | i | -2 | i | i | i | i | i | i | i | i
CCOC(=O)NC1(C(F)(F)F)N=C(c2ccccc2)NC1=O (stereo unspecified) | i | i | -1 | i | i | i | i | i | i | i | i
COCCCNC(=O)CCSc1ccc(C)cc1 | i | i | 1 | i | i | i | i | i | i | i | i
CN(C)c1ccc(NC(=S)NC(=O)/C=C/c2ccc(Cl)cc2)cc1 | i | i | 3 | i | i | i | i | i | i | i | i
Cc1sc2nc(CSCC(=O)N(C)CC(=O)Nc3ccc(F)cc3)[nH]c(=O)c2c1C | i | i | 4 | i | i | i | i | i | i | i | i
CCN1C/C(=C/c2cccc([N+](=O)[O-])c2)C(=O)/C(=C/c2cccc([N+](=O)[O-])c2)C1 | i | . | . | . | i | . | . | i | i | i | .
CCn1c2ccccc2c2cc(NC(=O)COc3ccc(OC)cc3)ccc21 | i | i | -2 | i | i | i | i | i | i | i | i
NC(=O)Cc1ccc(C(=O)c2ccccc2)s1 | i | i | 4 | i | i | i | i | i | i | i | i
Cc1cccc(OCC(=O)N/N=C/c2cn[nH]c2-c2ccc(Cl)c(Cl)c2)c1 | i | i | 37 | i | i | i | i | i | i | i | i
CCOC(=O)c1cc(NC(=O)Nc2ccccn2)c(C)nc1C | i | i | -6 | i | i | i | i | i | i | i | i
Cn1c(=O)[nH]c(=O)c2c1nc(N1CCCCC1)n2CCCSc1nnnn1-c1ccccc1 | i | i | 0 | i | i | i | i | i | i | i | i
O=C(N/N=C/C=C/c1ccco1)c1ccncc1 | i | i | -7 | i | i | i | i | i | i | i | i
CCOC(=O)Cn1cc(-c2ccccc2)nn1 | i | i | 0 | i | i | i | i | i | i | i | i
Cc1sc2ccccc2[n+]1CCC(C)S(=O)(=O)[O-] (stereo unspecified) | i | i | 5 | i | i | i | i | i | i | i | i
CC(=O)c1cccc(Nc2nc(-c3cccnc3)cs2)c1 | i | i | -9 | i | i | i | i | i | i | i | i
COc1ccc(OC)c2sc(N3CCCCC3)nc12 | i | i | -7 | i | i | i | i | i | i | i | i
O=C(NC(=S)NC1CCCCC1)c1ccc(Cl)cc1 | i | i | 42 | i | i | i | i | i | i | i | i
CC1CC(C)CN(C(=O)CCC(=O)Nc2nnc(C(C)C)s2)C1 (stereo unspecified) | i | i | -2 | i | i | i | i | i | i | i | i

Random excerpt: 2 records from the list.
SMILES | MrgX1 PAM | TRPC4 potent | SKKanGAS inh | TRPC6 inh | MrgX1 antagonist | TRPC6 activator | TRPC4 act | ANO1 activ | MrgX1 agonist | ANO1 block | TRPC4 inh
CN(CC(=O)Nc1ccc(Cl)c(Cl)c1)C(=O)C12CC3CC(CC(C3)C1)C2 | i | i | 8 | i | i | i | i | i | i | i | i
c1ccc(C(c2nnnn2C2CCCCC2)N2CCc3ccccc3C2)nc1 (stereo unspecified) | i | i | 3 | i | i | i | i | i | i | i | i
